# D1 antag = human D1 dopamine receptor antagonism; 360,000 tested, 3.2% active; HEK293 TREx D1 cells, calcium flux, dopamine EC80; active compounds read low; activity change, negative = inhibition, % at 10 µM; P21728; AID 504652; in the data active = activity change below about -30%; note: % is set by controls: 0 for no effect and ±100 for the full control effect
#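 HEK293 T-REx cells expressing inducible, force-coupled D1 receptor; no-wash Ca dye, 30–90 min RT. Cmpd → 180 s read at 1 Hz → EC80 DA → 180 s read.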
# D1 ag = human D1 receptor agonism. P21728. HEK293 T-REx D1 cells, calcium flux, agonist mode. activation, % at 2 µM. 360,000 tested, 1% active. AID 504660; in the data active = activation above about 30%; note: 0% is about no effect
#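 Tetracycline-induced HEK293 TREx D1 cells, force-coupled to calcium signalling, were dye-loaded with a no-wash calcium kit. Compound was pin-added after a 10 s baseline. Fluorescence was read kinetically at 1 cycle/s for 180 s, with calcium rises flagged as agonism.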
# RXFP1 antagonist = RXFP1 (human) relaxin receptor antagonism | Q9HBX9 | HEK293-RXFP1, relaxin-stimulated cAMP HTRF, 30 min; active compounds read low | activity change, negative = inhibition, % at 57.5 µM | 350,000 tested, 0.59% active;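 active = activity change of -60% or lower, but not beyond a set lower limit; inconclusive = change between -60% and -40%, or beyond the set limit; inactive = change above -40%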; note: % is set by controls: 0 for no effect and ±100 for the full control effect
# Target sequence (Q9HBX9 whole entry, looked up): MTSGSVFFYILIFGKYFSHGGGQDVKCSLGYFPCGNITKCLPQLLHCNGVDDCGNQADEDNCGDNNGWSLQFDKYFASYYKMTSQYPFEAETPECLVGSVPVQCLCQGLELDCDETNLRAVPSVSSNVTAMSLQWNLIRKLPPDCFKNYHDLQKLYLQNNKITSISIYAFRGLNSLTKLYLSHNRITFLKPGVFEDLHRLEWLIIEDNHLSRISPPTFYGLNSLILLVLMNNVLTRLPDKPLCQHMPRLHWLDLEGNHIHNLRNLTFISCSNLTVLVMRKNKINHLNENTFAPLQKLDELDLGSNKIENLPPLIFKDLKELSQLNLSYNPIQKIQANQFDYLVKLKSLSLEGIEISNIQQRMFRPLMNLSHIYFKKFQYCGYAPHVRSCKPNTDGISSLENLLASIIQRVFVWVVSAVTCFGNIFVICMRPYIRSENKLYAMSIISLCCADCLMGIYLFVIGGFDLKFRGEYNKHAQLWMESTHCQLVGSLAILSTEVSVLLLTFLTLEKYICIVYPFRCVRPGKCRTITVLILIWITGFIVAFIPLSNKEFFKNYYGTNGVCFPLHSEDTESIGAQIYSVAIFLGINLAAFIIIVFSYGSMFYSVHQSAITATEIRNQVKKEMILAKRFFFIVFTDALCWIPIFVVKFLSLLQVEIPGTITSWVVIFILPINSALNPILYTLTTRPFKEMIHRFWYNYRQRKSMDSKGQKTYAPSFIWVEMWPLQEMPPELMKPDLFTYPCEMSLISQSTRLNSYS
# RXFP1 agonist = RXFP1 (human) receptor agonism. 370,000 tested, 0.3% active. AID 2676. Potency, µM (titrated, usually from 57.5 µM), for the others: at the top dose activation, actives largely listed as activators. HEK293T-RXFP1 cAMP TR-FRET, 30 min; response scale: percent of porcine relaxin response, buffer zero; note: potency is the fitted concentration of half-maximal effect; % is set by controls: 0 for no effect and ±100 for the full control effect; nearly all actives have a fitted effect of over 60% in size; many of its hits are not listed in these tables
#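 Agonist response is measured as cAMP accumulation in an RXFP1-transfected HEK293T line under PDE4 inhibition. Values are scaled between buffer-only and 29 nM porcine relaxin, and EC50s come from standard Hill equation fits.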
# D1 PAM = human D1 dopamine receptor positive modulation. P21728. HEK293 TREx D1 cells, calcium flux, dopamine EC20 potentiation. potentiation, % at 10 µM. 360,000 tested, 0.036% active. AID 504651; in the data active = potentiation above about 30%; note: 0% is about no effect
# D2 PAM = D2 dopamine receptor (human) potentiation | P14416 | 340,000 tested, 0.34% active | HEK293 T-REx D2, calcium flux, EC20 dopamine potentiation | AID 485347 | potentiation, % at 10 µM;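 active = potentiation over 3 SD above the plate norm, cut at about 30% in these data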; note: 0% is about no effect
#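 Tetracycline-induced HEK293 T-REx cells force-coupled to calcium signalling expressed D2; compounds were pin-added after a 10 s baseline, read kinetically 180 s, then an EC20 dopamine challenge followed with a further 180 s calcium read.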
# TRHR enhancer = allosterically enhances the human TRH receptor. TRHR cells, fluo-8 calcium fluorescence, EC20 TRH enhancement. enhancement, % at 2 µM. P34981. 360,000 tested, 0.66% active; in the data active = enhancement above about 30%; note: 0% is about no effect
#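 TRHR-expressing cells loaded with fluo-8 calcium dye were read kinetically (ex 480/em 530) during compound addition, then stimulated with an EC20 of TRH (10 nM final). Enhancement of the Gq-mediated intracellular calcium response was scored.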
# Anesthetic bind = binds horse apoferritin like a general anesthetic; P02791; apoferritin/1-aminoanthracene competitive binding, fluorescence; Potency, µM (series often up to 77.5 µM), for the others: at the top dose activity change, negative = displacement, actives largely listed as inhibitors; 350,000 tested, 0.074% active; AID 485281; note: potency is the fitted concentration of half-maximal effect; % is set by controls: 0 for no effect and ±100 for the full control effect; nearly all actives have a fitted effect of over 20% in size
# Target sequence (P02791 2-175 limits assumed): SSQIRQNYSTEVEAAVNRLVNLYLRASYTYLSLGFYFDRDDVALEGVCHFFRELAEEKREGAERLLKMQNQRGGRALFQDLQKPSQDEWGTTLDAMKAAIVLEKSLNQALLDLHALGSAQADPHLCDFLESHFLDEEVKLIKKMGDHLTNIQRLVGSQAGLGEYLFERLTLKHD
#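 10 uM apoferritin + 50% sat. 1-AMA, PBS; cpd 10 min RT; Ex380/Em535 endpoint; normalized to free probe vs complex; 4-param Hill fit; propofol titration as pos. ctrl.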
# TRHR ag = agonists of human TRH receptor | P34981 | TRHR cells, calcium flux fluo-8, FDSS agonist mode | activation, % at 2 µM | 360,000 tested, 0.18% active | AID 493084; in the data active = activation above about 30%; note: 0% is about no effect
#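 In this calcium-flux screen, cells bearing human TRHR are dye-loaded with fluo-8, baselined for 10 cycles, then exposed to library compounds; positive kinetic calcium responses during the agonist phase mark hits, with TRH as control.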
# * = called active by the depositor; ? = inconclusive; nt = no result given; & = joins results of further samples; [ ] = remark or other dose. Unless noted, calls come from the whole dose curve; as a rule, active = well fitted curve in the direction sought with a large enough effect; inconclusive = small, poorly fitted or top-dose-only effect, or another doubt; inactive = no such curve, though single readings can be large; an effect the other way counts as inactive or inconclusive. An excerpt; the hit share may differ from the screen's.
SMILES,D1 antag,D1 ag,RXFP1 antagonist,RXFP1 agonist,D1 PAM,D2 PAM,TRHR enhancer,Anesthetic bind,TRHR ag
CSc1nc(N(C)C)nc(N(C#N)CCOC(C)=O)n1,-15,0,12,1.6%,-14,0,19,-6%,-2.4
COc1cccc(-n2c(SCC(=O)NCc3ccco3)nnc2-c2c[nH]c3ccccc23)c1,-13,0,0,0.2%,-3,-11,-4,6%,-0.3
O=C(O)CCCc1c(-[n+]2ccccc2)[nH]c2ccccc12,-20,2,9,0.3%,-6,5,-3,-5%,0.3
CCn1c(SCC(=O)C(C)(C)C)nnc1-c1ccccc1OC,4,3,-5,1.0%,1,1,-1,-21%,0.4
CCCc1cc(C(=O)Nc2ccccc2C(=O)OC)no1,6,1,-1,0.7%,-1,3,-2,1%,-0.1
CC1=C(C)C(=O)N(c2ccccn2)C1=O,6,1,-12,-0.1%,3,10,4,-8%,0.6
Cc1ccc(-n2nc3c(c2NC(=O)c2ccc(S(=O)(=O)N4CCOCC4)cc2)CSC3)c(C)c1,-14,3,-15,0.8%,-1,nt,-2,?,0.1
CCn1ccc2c(OCC(=O)Nc3ccc(C(C)=O)cc3)cccc2c1=O,nt,-3,nt,3.4%,0,-6,-5,-6%,0.2
CN(CCOc1ccccc1)S(=O)(=O)c1ccc2oc3ccccc3c2c1,-43*,40*,-16,2.1%,7,9,3,-7%,-0.6
CCC(Sc1nc2cc3c(cc2c(=O)n1CCCCCC(=O)NCc1ccc2c(c1)OCO2)OCO3)C(=O)NCCCOC (stereo unspecified),-23,1,-113*,0.4%,-3,-4,1,-3%,-0.8
O=C(COC(=O)CN1C(=O)c2ccccc2C1=O)NC1CCCCC1,5,3,-6,1.8%,-3,-23,-6,7%,0.1
CC1Oc2ccccc2N(CC(=O)NCC2CCCO2)C1=O (stereo unspecified),12,2,7,0.3%,-8,-10,-1,-8%,0.8
CC(=O)c1ccc(NC(=O)CSCCO)cc1,8,1,1,0.1%,2,8,-1,-2%,0.0
COC(=O)C1CCN(C(=O)c2ccc(NC(C)=O)cc2)CC1,3,0,16,0.6%,-1,14,8,-9%,1.4
COc1cc2c(c(OC)c1OC)-c1c(cc3c(c1OC)OCO3)C[C@H](C)[C@@](C)(O)C2,-11,0,nt,0.0%,-5,17,12,-3%,-0.6
Nc1ccn(CC(=O)NCCc2ccccn2)c(=O)n1,2,2,nt,0.1%,4,-12,6,nt,0.4
CCOC(=O)CNC(=O)c1nn(-c2cccc(OC)c2)c(=O)c2ccccc12,21,4,4,2.1%,4,22,7,-8%,-0.3
COc1ccc2oc(C(=O)OCC(=O)NC3(C#N)CCCC3)c(C)c2c1,-49*,9,-7,0.7%,-6,-1,11,nt,0.1
CCn1c(=O)c2sccc2n2c(CCC(=O)Nc3ccc(OC)cc3OC)nnc12,10,1,nt,15%,0,-1,2,-14%,-0.2
CCc1nc(N)c(C#N)c(-c2ccc(OC)c(OC)c2)c1C,-16,0,-7,2.2%,0,-5,20,-1%,-0.6
CC(=O)Oc1ccc2c(=O)c(Oc3ccccc3)coc2c1OC(C)=O,0,2,13,-1.0%,9,2,6,1%,0.4
O=C(CN(Cc1ccccc1Cl)C(=O)c1ccc(CN2CCOCC2)o1)NCc1ccccc1,5,1,-5,0.1%,-3,7,-7,-12%,0.1
CSCCC(NC(=O)c1ccco1)C(=O)N1CCCCCCC1 (stereo unspecified),-14,2,-3,-1.7%,-5,20,0,nt,-0.2
CC(C)CCOc1cccc(OCC(=O)O)c1,-1,7,-10,0.4%,-3,nt,15,-8%,1.1
O=S(=O)(NCCCN1CCOCC1)c1ccc2ccccc2c1,9,1,17,-2.2%,1,1,2,-23%,0.5

# An excerpt from further up, as a working copy:
SMILES,D1 antag,D1 ag,RXFP1 antagonist,RXFP1 agonist,D1 PAM,D2 PAM,TRHR enhancer,Anesthetic bind,TRHR ag
CC(C)CCOc1cccc(OCC(=O)O)c1,-1,7,-10,0.4%,-3,nt,15,-8%,1.1
O=S(=O)(NCCCN1CCOCC1)c1ccc2ccccc2c1,9,1,17,-2.2%,1,1,2,-23%,0.5

# Later entries
SMILES,D1 antag,D1 ag,RXFP1 antagonist,RXFP1 agonist,D1 PAM,D2 PAM,TRHR enhancer,Anesthetic bind,TRHR ag
N#CCSc1n[nH]c2nc3c(c(=O)n12)C1(CCCC1)Cc1ccccc1-3,12,13,-7,0.1%,0,-2,-2,190%[activator],0.6
O=C(NC1CCCc2c1cnn2-c1ccc(F)cc1F)c1cnccn1 (stereo unspecified),-4,5,3,-2.4%,7,nt,2,-9%,-1.0
COc1cc(NC(=O)c2ccc(-c3cccc([N+](=O)[O-])c3)o2)ccc1NC(=O)C(C)C,-27,2,-8,1.0%,-2,3,-6,-17%,-0.9
C/C(=N\O)C(=O)NCCN(C)C,-2,3,-7,0.2%,-9,-3,-2,-10%,0.2
Cc1ccc(Cn2ncc3c(N4CCN(CC#N)CC4)ncnc32)cc1,-14,1,-11,2.9%,-5,3,-4,-18%,-0.8
CCOC(=O)CCNC(=O)N1CCCC(N2CCN(c3ccc(OC)cc3)CC2)C1 (stereo unspecified),2,3,1,-1.2%,4,0,6,-3%,0.6
COc1ccc(Cl)cc1NC(=O)c1c(NCc2cccnc2)sc2c1CCCC2,3,1,-22,1.8%,1,12,1,1%,-0.4
Cc1ccccc1CN1CCCN(CC(=O)Nc2ccc3c(c2)OCCO3)S1(=O)=O,12,4,-11,0.4%,0,4,11,36%[activator],-0.8
Cc1ccc(NS(=O)(=O)c2ccc3c(c2)C(=O)c2ccccc2C3=O)c(C)c1,-2,1,-6,2.9%,-3,3,-1,6%,0.1
Cc1cc(Br)ccc1SCC(=O)OCC(=O)Nc1ncc(C(F)(F)F)cc1Cl,-11,9,-9,3.0%,-2,-6,0,?,0.6
CCCCOc1ccc(C2/C(=C(/O)c3ccc4c(c3)CC(C)O4)C(=O)C(=O)N2CCCN2CCOCC2)cc1OC (stereo unspecified),-10,0,0,?,0,3,0,-19%,0.0
COc1ccc(C)cc1NC(=O)c1cc(-c2ccccc2)nc2c1cnn2C(C)C,24,2,3,0.9%,-3,-9,-2,nt,0.3
CN(Cc1ccccc1)C(=S)NC(=O)c1cccs1,-22,7,-10,0.9%,-2,8,44*,-10%,0.0
O=C(NCc1ccccc1)c1ccc2c(c1)nc1n2CCCCC1,3,0,-13,1.0%,0,-9,-3,17%,0.6
N#Cc1ccc(CN2C(=O)c3ccccc3Sc3ccc(C(=O)OCc4ccco4)cc32)cc1,-17,5,nt,1.8%,-3,-8,-1,-1%,0.5
COc1ccc(NC(=O)c2ccccc2O)c(OC)c1,-20,8,14,0.4%,7,11,15,-3%,-0.5
Brc1ccc(CNCc2cccs2)cc1,-1,2,-13,0.2%,-2,-9,-3,3%,-0.3
CCOC(=O)C1CCCN(C(=O)Cc2ccc(OC)c(OC)c2)C1 (stereo unspecified),-13,5,-12,-0.5%,-5,0,-7,-5%,0.6
CCc1ccc(N(CC(=O)NC2CC2)S(=O)(=O)c2ccc(C)cc2)cc1,-43*,1,-6,0.1%,-6,5,-6,-5%,-0.2
CSc1ccc(CCNC(=O)CCc2c(C)nc3c(c(C)nn3-c3ccc(C)c(C)c3)c2C)cc1,3,2,nt,?,-5,-5,18,6%,0.0
COc1ccc(N2CCN(c3nc4ccccn4c(=O)c3/C=C(\C#N)S(=O)(=O)c3ccccc3)CC2)cc1,-2,1,4,2.4%,-5,-1,-4,5%,-0.1
Cc1ccc(S(=O)(=O)NCC(=O)OCC(=O)NCCc2ccccc2)cc1,4,2,-14,0.5%,9,-7,6,nt,-0.8
COc1ccc(S(=O)(=O)Nc2ccccc2C(=O)NCc2cccnc2)cc1,5,5,-2,1.4%,nt,-2,20,0%,-1.0
COc1ccc(Cc2nc(-c3cccc(C)c3)no2)cc1,-11,6,-13,-1.3%,-1,0,-3,-3%,1.6
CCCn1nnc(NC(=O)c2ccc(F)cc2)n1,-11,6,-4,0.5%,-4,-1,5,-15%,0.0
# Next part:
SMILES,D1 antag,D1 ag,RXFP1 antagonist,RXFP1 agonist,D1 PAM,D2 PAM,TRHR enhancer,Anesthetic bind,TRHR ag
Cc1cccc(CNC(=O)c2cc3cc(S(=O)(=O)N4CCCCC4)ccc3n2C)c1,-46*,4,-4,-1.6%,-4,0,0,2%,0.3
CCN(CC)CCNC(=O)/C(=C/c1cn(C)c2ccccc12)NC(=O)c1ccc(OC)c(OC)c1,-16,-1,-38,0.6%,2,-3,-8,-2%,1.5
C=CCNC(=O)COC(=O)c1oc2ccccc2c1CSC1CCCCC1,13,8,-9,-0.1%,4,1,7,-3%,0.6
O=C(COc1ccc2ccccc2c1)NC1CC(=O)N(c2ccc(F)cc2)C1 (stereo unspecified),nt,7,-27,0.3%,0,2,-3,29%,-0.2
CCN1CCN(C(c2ccccc2Cl)c2c(O)cc(C)n(Cc3ccco3)c2=O)CC1 (stereo unspecified),-9,0,-10,-0.5%,-1,-5,2,-13%,0.1
NC(=O)c1c(NC(=S)Nc2ccc(F)cc2)sc2c1CCCC2,15,1,-15,22%,4,6,2,-1%,1.4
CCc1c(C#N)sc(C(N)=O)c1CC,-58*,0,-11,1.6%,1,-2,4,-9%,0.4
COc1cccc(-n2ccnc2SCC(=O)Nc2c(C)cc(C)cc2C)c1,1,4,-5,0.8%,-2,12,5,-9%,-0.4
O=C(OCC(=O)N1CCc2ccccc21)C1=COCCO1,5,-1,6,-2.2%,-5,8,7,-7%,-0.5
COc1c2c(cc3c1C(CC(O)Cc1ccccc1)N(C)CC3)OCO2 (stereo unspecified),7,7,-12,4.4%,-4,-26,6,1%,0.7
Cn1c(Cn2c(=O)sc3ccccc32)nnc1SCC(=O)NCc1ccco1,-12,2,7,0.3%,-2,-10,1,0%,-0.3
CN(C[C@H](Cc1ccccc1)N(C[C@@H](Cc1cccc2ccccc12)N(CCc1ccccc1)N=O)N=O)N=O,12,6,nt,0.9%,-1,15,5,-15%,0.3
Cc1ccc(CN2CCN(CC(C)C)C(CCO)C2)s1 (stereo unspecified),-3,3,-19,4.1%,0,-15,2,-6%,0.8
COc1ccc(C2CC(=O)Oc3c(C(CCN4CCN(c5ccccc5)CC4)c4ccc(N(C)C)cc4)c(OC)cc(OC)c32)cc1 (stereo unspecified),5,0,nt,0.0%,-2,-22,-11,11%&-8%,0.2
C/C(=N\Nc1cccc(Cl)c1)c1ccc(-n2ccnc2)cc1,5,-1,9,1.5%,2,11,0,-9%,0.1
COc1ccccc1CCC(=O)OCC(=O)c1c(N)n(CC(C)C)c(=O)n(C)c1=O,-17,9,-20,0.4%,4,12,-1,nt,1.1
CC(C)CNC(=O)COC(=O)c1cc(S(=O)(=O)N2CCCCC2)ccc1N1CCOCC1,7,0,-11,-1.0%,3,2,32*,-12%,-0.2
